# Assay outcomes deposited in PubChem by National Center for Advancing Translational Sciences (NCATS).
# TSHR antagonist: Antagonists of the Thyroid Stimulating Hormone Receptor: HTS campaign | Thyrotropin receptor (Homo sapiens), P16473 | TSHR-expressing cells, TSH-stimulated cAMP HTRF, 2 h; hits give low values | activity change, negative = inhibition, % at 11.5 µM | 330,000 compounds, 0.2% hits;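 active = activity change below a set negative limit, meaning inhibition stronger than a set level, cut at about -70% in these data; inconclusive = activity change between two set negative limits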; note: % is set by controls: 0 for no effect and ±100 for the full control effect
# Target sequence (P16473 whole entry, looked up): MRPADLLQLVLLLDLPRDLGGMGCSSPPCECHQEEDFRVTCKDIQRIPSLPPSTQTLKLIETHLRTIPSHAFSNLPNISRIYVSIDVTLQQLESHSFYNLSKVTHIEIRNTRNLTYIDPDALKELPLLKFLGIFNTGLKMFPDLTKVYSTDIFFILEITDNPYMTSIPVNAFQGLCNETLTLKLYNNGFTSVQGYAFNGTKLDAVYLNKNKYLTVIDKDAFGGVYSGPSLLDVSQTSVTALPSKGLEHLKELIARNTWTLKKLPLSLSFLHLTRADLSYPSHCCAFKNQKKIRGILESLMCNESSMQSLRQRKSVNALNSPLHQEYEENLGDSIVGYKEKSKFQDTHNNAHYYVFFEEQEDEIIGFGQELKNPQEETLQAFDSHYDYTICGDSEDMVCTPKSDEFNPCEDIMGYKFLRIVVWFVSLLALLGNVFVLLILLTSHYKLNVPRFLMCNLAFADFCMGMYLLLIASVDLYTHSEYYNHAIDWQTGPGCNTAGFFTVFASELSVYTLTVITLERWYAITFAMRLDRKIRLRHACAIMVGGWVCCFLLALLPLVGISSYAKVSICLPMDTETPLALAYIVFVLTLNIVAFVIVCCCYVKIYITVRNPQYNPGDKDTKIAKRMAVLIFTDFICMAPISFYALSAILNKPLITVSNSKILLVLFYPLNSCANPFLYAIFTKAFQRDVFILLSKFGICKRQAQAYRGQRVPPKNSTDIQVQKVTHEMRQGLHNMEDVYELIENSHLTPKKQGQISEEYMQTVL
#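 Cell-based HTRF cAMP assay; TSHR cells + compound, TSH EC80 (4nM final), 2 h, 37 deg C. Lysis with anti-cAMP cryptate and cAMP-d2, 30 min RT, read 665/620 nm.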
# Coupling enz: qHTS Assay for Inhibitors of Fructose-1,6-bisphosphate Aldolase from Giardia Lamblia: Coupling assay counterscreen; 290,000 compounds, 0.67% hits; activity change, negative = inhibition, % at 58.2 µM, hits read low; coupling enzyme system counterscreen, AmpLite Red fluorescence; in the data active = activity change below about -30%; note: % is set by controls: 0 for no effect and ±100 for the full control effect
#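 Coupling enzymes only (glyceraldehyde-3-phosphate) + compound, at 57.5 uM final, 10 min RT; add substrate/coupling/AmpLite Red mix, 20 min RT; fluorescence ex 525/em 598 nm. Actives flag coupling-system interference.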
# Chronic BCR inh: qHTS Assay to Find Inhibitors of Chronic Active B-Cell Receptor Signaling | ABC-DLBCL IkBa-CBG/CBR reporter, luminescence ratio, 4 h | Potency, µM (doses to about 46.1 µM), inactives show at the highest dose ratio change, negative = lower green/red ratio, hits mostly inhibitors | 340,000 compounds, 0.05% hits | AID 493014, 2011; active = well fitted inhibition curve with a large enough effect in the signal ratio, with a control signal flat, not every such curve was filed as active; inconclusive = small, poorly fitted or top-dose-only effect, or effect the other way, or a change in a side signal; the % refers to the signal ratio;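 note: potency is the fitted concentration of half-maximal effect; plate controls were basal doxycycline-induced cells for no effect and cells given 10 µM MG132 for full effect; MG132 reads +100%, hits lower the ratio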
#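 Cell line TMD8 (human ABC DLBCL), stably expressing tet-inducible CBG68-IkBa fusion and CBR; IMDM/0.5% FBS; cpd up to 46 uM; dox induction, 4 h, 37C/5% CO2; dual luminescence; green/red ratio; MG132 control.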
# KCNH2 WT inh: qHTS for Inhibitors of KCHN2 3.1: Wildtype qHTS; Voltage-gated inwardly rectifying potassium channel KCNH2 (Homo sapiens), Q12809; U2OS, BacMam KCNH2, thallium flux FluxOr; hits give low values; activity change, % at 1.84 µM; 340,000 compounds, 0.37% hits; AID 720551, 2013;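 active = maximum activity change below -70%; inconclusive = maximum activity change between -70% and -50%; inactive = maximum activity change above -50%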; note: % is set by controls: 0 for no effect and ±100 for the full control effect
#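 U2OS cells were transduced with wild-type KCNH2 virus (2.03 x 10^8 / mL) for 4 h at room temperature, then cultured overnight at 37 C. Thallium flux was read with FluxOr dye. Rate constants were normalized to DMSO controls.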
# AT treatment: qHTS Assay for Identifying a Potential Treatment of Ataxia-Telangiectasia; 320,000 compounds, 0.19% hits; Potency, µM (titrated, usually from 57.5 µM), without a hit: at the top dose activation, actives largely listed as activators; […] A-T fibroblasts, KAP-1 phosphorylation AlphaLISA; neocarzinostatin DNA damage 30 min before lysis; note: potency is the fitted concentration of half-maximal effect; % of control where 0% means no effect; nearly all actives have a fitted effect of over 45% in size
#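 ATM-like activity read as KAP-1 phosphorylation via AlphaLISA donor/acceptor antibody pairs after lysis and 6 hr at 25C. Cells were ATM-null patient fibroblasts ([…], hTERT), dosed 60 min, then exposed to the DSB inducer NCS for 30 min.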
# Tb PFK block: qHTS Assay to Find Inhibitors of T. brucei phosphofructokinase | ATP-dependent 6-phosphofructokinase (Trypanosoma brucei brucei), O15648 | T. brucei PFK, ADP-Glo luminescence | Potency, µM (series often up to 57.5 µM), inactives show at the highest dose activity, negative = inhibition, hits mostly inhibitors | 330,000 compounds, 0.17% hits | AID 485367, 2010;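 note: potency is the fitted concentration of half-maximal effect; 0% = uninhibited 1x PFK enzyme wells and -100% = no-enzyme wells; nearly all actives have a fitted effect of over 60% in size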
#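 ADP-Glo luminescence quantified ADP after 45 min at room temperature, with 1.25 nM T. brucei PFK, 0.1 mM ATP and 0.5 mM fructose-6-phosphate in pH 8.0 TEA buffer. qHTS titrations up to 57 µM; curves classified by quality.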
# GALK inhibitor: qHTS Assay for Inhibitors of Human Galactokinase (GALK). P51570. Potency, µM (series often up to 57.5 µM), inactives show at the highest dose activity change, negative = inhibition, actives largely listed as inhibitors. 270,000 compounds, 0.007% hits. Purified GALK, Kinase-Glo residual ATP luminescence; note: potency is the fitted concentration of half-maximal effect; % is set by controls: 0 for no effect and ±100 for the full control effect
#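 ATP-depletion format; final 35 uM ATP, 100 uM D-galactose, 5 nM enzyme; pH 8.0 HEPES/Mg2+ buffer; 60 min RT; luminescence read 10 min after detection reagent.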
# Giardia kill: Small Molecules that selectively kill Giardia lamblia: qHTS; 340,000 compounds, 0.15% hits; Giardia lamblia trophozoite viability; activity change, % at 7.66 µM, hits read low; AID 540267, 2011; in the data active = activity change below about -80%; inconclusive = between about -30% and that limit;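 note: parasites exposed to compound for two days anaerobically before the ATP read; % is set by controls: 0 for no effect and ±100 for the full control effect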
#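 Anaerobic 48 hrs incubation at 37 deg C of 100 trophozoites/well with test compounds; ATPLite 1-Step luminescence, 15-30 min RT, reports cellular ATP as viability.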
# CXXC DNA block: qHTS Fluorescence Polarization Assay for Inhibitors of MLL CXXC domain - DNA interaction | 290,000 compounds, 0.037% hits | MLL-CXXC / FITC-HOXA9 DNA fluorescence polarization | Potency, µM (highest dose often 115 µM), without a hit: top-dose activity change, negative = inhibition, hits mostly inhibitors | AID 2662, 2010; active = well fitted inhibition curve with a large enough effect in the polarisation, with a control signal flat, not every such curve was filed as active; inconclusive = small, poorly fitted or top-dose-only effect, or effect the other way, or a change in a side signal; inactive = no such curve, though single readings can be large or run the other way; the % refers to the polarisation; note: potency is the fitted concentration of half-maximal effect
#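 Steps: dispense CXXC domain solution (7 uM) → pin compounds or unlabeled HOX-A9 DNA control → 5 min ambient → add FLSN-HOX-A9 solution (50 nM) → spin → 30 min ambient → fluorescence polarization. Tris pH 7.5/NaCl/DTT/BSA buffer.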
# TCR act: Activators of T cell receptors: qHTS campaign; primary human leukocytes, anti-CD3, IL-2 HTRF, 48 h; Potency, µM (top dose mostly 9.22 µM), without a hit: top-dose activation of IL-2 secretion, hits mostly activators; 330,000 tested, under 10 active; note: % of control where 0% means no effect
#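 IL-2 produced over 48 hr by a-CD3 bead-stimulated primary human leukocytes exposed to compounds was detected with a homogeneous time-resolved FRET immunoassay, 665nm acceptor signal after 320nm excitation.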
# Numbers without * were called inactive; ? = inconclusive; . = not tested or not shown; [ ] = dose if it differs, or a comment. Unless noted, calls come from the whole dose curve; as a rule, active = well fitted curve in the direction sought with a large enough effect; inconclusive = small, poorly fitted or top-dose-only effect, or another doubt; inactive = no such curve, though single readings can be large; an effect the other way counts as inactive or inconclusive.
no.	Structure	TSHR antagonist	Coupling enz	Chronic BCR inh	KCNH2 WT inh	AT treatment	Tb PFK block	GALK inhibitor	Giardia kill	CXXC DNA block	TCR act
1	CC(=O)Nc1sc(N)nc1-c1ccccc1	-4	0	0%	-23	3%	-9%	1%	2	-9%	2%
2	Cc1nc(NC(=O)CC(C)C)sc1-c1csc(Nc2ccc(Cl)cc2Cl)n1	16	2	-3%	8	4%	0%	2%	-18	2%	2%
3	O=C(O)COc1c(-c2ccc(Cl)cc2)oc2ccccc2c1=O	-2	7	14%	2	-5%	26%	1%	7	5%	-1%
4	CC(=O)c1cccc(NC(=O)c2ccc(N(Cc3ccccc3)S(C)(=O)=O)cc2)c1	-10	10	-1%	12	-4%	-3%	-3%	2	9%	5%
5	COc1ccc(-c2cc(C(F)(F)F)c3c(n2)sc2c(O)cc(=O)[nH]c23)c(OC)c1	1	3	-9%	-4	2%	-6%	-2%	-1	49%[activator]	5%[46.1 µM]
6	O=S(=O)(NC1=NCCC1)c1cccc(NS(=O)(=O)c2ccc(OC(F)(F)F)cc2)c1	0	7	0%	-15	0%	0%	1%	-7	12%	7%
7	O=C(O)C(Sc1ccncn1)c1ccccc1 (stereo not drawn)	4	0	4%	-3	-2%	2%	12%	14	-5%	-2%
8	O=C(O)C1CCC(Cn2c(SCc3cc(=O)n4cc(Cl)ccc4n3)nc3ccsc3c2=O)CC1 (stereo not drawn)	3	-1	15%	.	0%	-1%	-2%	-2	2%	-6%
9	COc1cc(CNC2CCCCCC2)cc(OC)c1	-3	1	?	-5	-2%	-1%	0%	-6	-20%	.
10	N#Cc1ccccc1NC(=O)CNc1cc(S(=O)(=O)N2CCOCC2)ccc1NCC1CCCO1 (stereo not drawn)	14	.	-15%	1	-2%	0%	.	7	.	2%
11	COc1ccc(N=Nc2c(-c3ccc(OC)cc3)[nH]oc2=O)cc1	-9	1	1%	-1	-2%	0%	1%	-5	-27%	.
12	Oc1ccc(N2CCN(C(c3ccccn3)c3nnnn3C3CCCC3)CC2)cc1 (stereo not drawn)	10	-16	8%	-1	-1%	-21%	-2%	-12	-1%	3%[46.1 µM]
13	O=C(OCC(=O)c1ccc(S(=O)(=O)N2CCCC2)cc1)C1=COCCO1	12	0	-3%	6	-1%	-3%	4%	-14	1%	.
14	C=CCOc1ccc2ccccc2c1CNCCCN1CCOCC1	-3	0	-21%	0	-1%	1%	-3%	-5	11%	3%
15	Cc1ccc(N(CC(=O)NCc2ccco2)C(=O)CNS(=O)(=O)c2ccc(F)cc2)c(C)c1	18	2	-3%	-16	3%	-24%	7%	9	-3%	1%
16	CCc1cccc(N(C(=O)c2csnn2)C(C(=O)NC2CCCC2)c2cccnc2)c1 (stereo not drawn)	3	2	2%	-4	-5%	0%	14%	-9	10%	2%
17	Cn1cc(CN2CCCC(CO)C2)c(-c2ccc(Oc3ccccc3)cc2)n1 (stereo not drawn)	-5	1	0%	17	2%[11.5 µM]	1%	1%	49[activator]	4%	-6%
18	Cc1cc(C)c2sc(C)[n+](CCCS(=O)(=O)[O-])c2c1	-6	4	1%	1	4%	19%	-1%	-2	9%	-3%
19	CCc1cc(C(=O)Nc2ccc(OC)nc2)sc1C	9	.	?	1	5%	4%	.	-3	.	-2%
20	CCOC(=O)CC1C(=O)NCCN1C(=O)Nc1ccc(Cl)cc1 (stereo not drawn)	.	-3	.	-1	.	.	-2%	8	4%	-1%
21	Cn1c(CO)cnc1SCC(=O)c1ccc(Br)cc1	-3	2	0%	-3	0%	-1%	10%	14	12%	1%
22	CCOC(=O)c1ccc(N2C(=O)C(CC(N)=O)N(CCc3ccc(OC)c(OC)c3)C2=S)cc1 (stereo not drawn)	3	-1	?	0	-6%	-29%	-2%	-13	0%	11%
23	COc1ccc(CCN2CC(C(=O)NCc3cccc4[nH]ccc34)CCC2=O)cc1 (stereo not drawn)	6	-3	-3%	-15	12%	1%	-3%	-1	?	3%
24	CCOc1ccc(/C(CC)=N/NC(=O)C2(C)CC2(Br)Br)cc1 (stereo not drawn)	-3	-1	2%	1	17%	-11%	2%	-10	2%	0%[46.1 µM]
25	O=C(NNc1c(Cl)cc(Cl)cc1Cl)c1n[nH]c(=O)c2ccccc12	21	5	2%	-5	1%	4%	-1%	2	-16%	-1%
26	Cc1cc(N2CCN(S(=O)(=O)c3ccc(Cl)c(Cl)c3)CC2)c2ccccc2n1	-8	-2	?	?	-3%	4%	-2%	-4	3%	-4%
27	COc1cc(C2CC(=O)NC(SCC(=O)Nc3ccccc3C)=C2C#N)ccc1O (stereo not drawn)	-3	-4	-13%	4	-2%	-6%	-1%	3	-2%	1%
28	CCOC(=O)C1=C(C)OC(N)=C(C#N)C1c1cc2c(cc1Br)OCO2 (stereo not drawn)	-22	-3	?	-2	12%	-2%	0%	0	-10%	.
29	O=C(COC(=O)c1cc(S(=O)(=O)N2CCOCC2)ccc1F)NCCc1ccc(F)cc1	.	.	6%	-24	-9%	-1%	.	10	.	1%
30	O=C(Cn1cnc2c(OCc3ccccc3)ncnc21)NCc1ccccn1	6	.	3%	-7	-7%	0%	.	-3	.	1%

# By substructure, the compounds so far containing a CF3 group
no.	Structure	TSHR antagonist	Coupling enz	Chronic BCR inh	KCNH2 WT inh	AT treatment	Tb PFK block	GALK inhibitor	Giardia kill	CXXC DNA block	TCR act
5	COc1ccc(-c2cc(C(F)(F)F)c3c(n2)sc2c(O)cc(=O)[nH]c23)c(OC)c1	1	3	-9%	-4	2%	-6%	-2%	-1	49%[activator]	5%[46.1 µM]
6	O=S(=O)(NC1=NCCC1)c1cccc(NS(=O)(=O)c2ccc(OC(F)(F)F)cc2)c1	0	7	0%	-15	0%	0%	1%	-7	12%	7%

# Further results follow.
no.	Structure	TSHR antagonist	Coupling enz	Chronic BCR inh	KCNH2 WT inh	AT treatment	Tb PFK block	GALK inhibitor	Giardia kill	CXXC DNA block	TCR act
31	Cc1cccc(NC(=O)C2CCN(c3nc(C)cc(C)n3)CC2)c1	-3	3	0%	4	-4%	-2%	0%	?	-1%	-2%
32	CCOC(=O)CNC(=O)c1sc(NC(=O)c2cccc(F)c2)nc1C	13	1	?	-2	-6%	-7%	-2%	-2	-2%	4%
33	O=C(Cc1csc(N2CCOCC2)n1)N/N=C/c1ccc(O)c(O)c1O	-1	-61*	1%	2	2%	-17%	6%	-8	6%	4%
34	CCC(C)(C)C1CCC(NC(=O)N2CCN(c3ccccc3O)CC2)CC1 (stereo not drawn)	-49	1	5%	1	-8%	-2%	-1%	16	-11%	-132%
35	Cc1ncc(S(=O)(=O)c2ccc(Cl)cc2)c(-c2ccccc2)n1	-9	-1	?	15	5%	-3%	-3%	32[activator]	-3%	2%
36	O=C1N=C2SCCN2/C1=C\c1ccc(Cl)cc1	-2	3	?	-4	-5%	-5%	-2%	-4	-3%	9%
37	Cc1cc(C)nc(N/N=C/c2cccc([N+](=O)[O-])c2)n1	3	-10	1%	-1	37%	1%	0%	-7	8%	-1%
38	COc1ccc(CC(=O)N/N=C\c2cc(Br)c(O)c(Br)c2)cc1	-14	3	5%	5	-4%	-26%	-4%	-23	-24%	4%
39	O=C(CN(Cc1ccc(F)cc1)C(=O)CCC(=O)Nc1nccs1)NCc1ccccc1	3	0	-1%	0	9%	2%	-1%	5	4%	-5%
40	CC1CC(C)CN(CCCNC(=O)c2cc3c(=O)[nH]c4ccccc4c3n2C)C1 (stereo not drawn)	-2	0	-1%	8	-4%	8%	-2%	14	-7%	1%
41	CCCN(CCC)S(=O)(=O)c1ccc(C)cc1	15	1	8%	-4	8%	0%	.	15	-1%	-4%

# Ordered by value in Chronic BCR inh (high to low): three of the compounds above.
No. | canonical_smiles | TSHR antagonist | Chronic BCR inh | Tb PFK block | GALK inhibitor | CXXC DNA block | TCR act
7 | O=C(O)C(Sc1ccncn1)c1ccccc1 (stereo not drawn) | 4 | 4% | 2% | 12% | -5% | -2%
17 | Cn1cc(CN2CCCC(CO)C2)c(-c2ccc(Oc3ccccc3)cc2)n1 (stereo not drawn) | -5 | 0% | 1% | 1% | 4% | -6%
23 | COc1ccc(CCN2CC(C(=O)NCc3cccc4[nH]ccc34)CCC2=O)cc1 (stereo not drawn) | 6 | -3% | 1% | -3% | ? | 3%
